GPR35 arrestin U2OS = GPR35 antagonists blocking zaprinast-driven arrestin recruitment, primary screen, imaging, U2OS, beta-arrestin-GFP, zaprinast agonist (AID 2058) | inhibition, % at 10 µM; hits with a dose series show IC50 in µM | 290,000 compounds, 0.052% hits | U2OS GPR35 beta-arrestin-GFP translocation imaging, zaprinast antagonism; higher % means a stronger effect;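 active means inhibition of at least 50% with at least 30 cells and total cytoplasm GFP at most 10,000,000; inconclusive means under 30 cells or total GFP of 10,000,000 plus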
Rac1 GTP hydrolysis = MgcRacGAP GTPase-activating activity inhibitors, confirmation, biochemical, ADP Hunter fluorescence | MgcRacGAP-stimulated Rac1 GTP hydrolysis, ADP Hunter fluorescence; higher % means a stronger effect; GST-tagged Rac1 F28L mutant substrate | one-dose inhibition, % at 30 µM; IC50 in µM for titrated hits | 340,000 compounds, 0.6% hits | AID 624330;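 active means first-screen hits whose inhibition reached a set limit at any dose in the follow-up dose series; inconclusive means inhibition above the set first-screen limit but never retested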;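 further: fluorescence reports GDP produced by GAP-driven GTP hydrolysis; strong numbers were not always called active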
NTR1 agonist = agonists of NTR1, primary screen, imaging, U2OS cells, beta-arrestin-GFP, high content (AID 493036); NTR1-U2OS beta-arrestin-GFP spot imaging, agonist mode; activation, % at 20 µM; 330,000 compounds, 0.17% hits;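 active means activation at or above 40% of the spot to cytoplasm intensity ratio, with at least 20 cells analyzed; inconclusive means wells under 20 cells, flagged as cytotoxic or low count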;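 further: 0% = DMSO without peptide and 100% = 100 nM NTR1 peptide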
Target sequence (P30989 whole entry, looked up): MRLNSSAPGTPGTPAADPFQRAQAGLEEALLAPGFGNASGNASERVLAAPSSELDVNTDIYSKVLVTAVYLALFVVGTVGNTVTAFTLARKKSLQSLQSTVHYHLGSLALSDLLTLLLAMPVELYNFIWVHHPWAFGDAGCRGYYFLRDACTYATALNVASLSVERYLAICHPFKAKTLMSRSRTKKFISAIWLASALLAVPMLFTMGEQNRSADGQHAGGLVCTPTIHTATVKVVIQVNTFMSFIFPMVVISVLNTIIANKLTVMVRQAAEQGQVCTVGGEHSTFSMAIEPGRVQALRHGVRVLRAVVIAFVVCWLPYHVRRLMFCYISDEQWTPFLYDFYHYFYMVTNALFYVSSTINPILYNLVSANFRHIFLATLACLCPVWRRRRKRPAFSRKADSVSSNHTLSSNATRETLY
GPR55 activation = GPR55 agonists via beta-arrestin recruitment, primary screen, imaging, U2OS cells, beta-arrestin-GFP redistribution (AID 1961); activation, % at 10 µM, or EC50 in µM where a hit was titrated; U2OS GPR55 beta-arrestin-GFP redistribution imaging; higher % means a stronger effect; 290,000 compounds, 0.048% hits;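 active means activation above 40% with more than 50 cells counted in the well; inconclusive means wells holding fewer than 50 cells, flagged as toxic or sparse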;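 further: U2OS osteosarcoma cells stably expressing GPR55 and beta-arrestin-GFP; plate controls were DMSO negative control for no effect and LPI positive control for full effect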
NOD1 inhibition = NOD1 signaling inhibitors, primary screen, cell-based, luminescence, uHTS (AID 1578). 290,000 compounds, 1% hits. inhibition, % at 4 µM; hits with a dose series show EC50 in µM. NOD1-driven NF-kB luciferase reporter cells, luminescence; higher % means a stronger effect; in the data active means inhibition mostly above about 36%, no sharp cut-off; inactive means mostly below about 34%;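 further: HEK-293T reporter cells stimulated with the NOD1 agonist gamma-tri-DAP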
UTI89 phage lysis = protection from phage-mediated lysis, alamar blue read-out – E. coli UTI89, K1F phage, bacterial capsule biogenesis inhibitors (AID 488966); inhibition, % at 100 µM, or IC50 in µM where a hit was titrated; 340,000 compounds, 0.02% hits; E. coli UTI89 K1F phage lysis, alamar blue, 2 h; higher % means a stronger effect;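 active means phage lysis inhibition, versus mean bacterial control, above a set limit; inconclusive means no clear call, values can overlap the other calls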;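 further: capsule biogenesis inhibitors block K1F phage lysis so surviving cells raise fluorescence; higher fluorescence means more inhibition of phage lysis; actives were called in the ten point dose series up to 300 µM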
KOR beta-arrestin-1 = kappa opioid receptor activators – cell-based, luminescence, uHTS, primary screen (AID 1777); KOR beta-arrestin recruitment, luminescence; higher % means a stronger effect; activation, % at 10 µM, or EC50 in µM where a hit was titrated; 280,000 compounds, 0.02% hits; in the data active means activation above about 50%, passing the limit was not always enough; further: a part of the inactive calls stands beside numbers as strong as those of hits
KOR beta-arrestin-2 = kappa opioid receptor blockers – cell-based, luminescence, uHTS (AID 1778); inhibition, % at 10 µM, or IC50 in µM where a hit was titrated; 290,000 compounds, 0.091% hits; KOR beta-arrestin recruitment, luminescence, antagonist mode; higher % means a stronger effect; in the data active means inhibition above about 50%; further: strong numbers were not always called active
GPR55 antagonists = GPR55 antagonists blocking LPI-driven arrestin recruitment, primary screen, imaging, U2OS, beta-arrestin-GFP, LPI agonist (AID 2013). inhibition, % at 10 µM; hits with a dose series show IC50 in µM. U2OS GPR55 beta-arrestin-GFP translocation imaging, LPI antagonism; higher % means a stronger effect. 290,000 compounds, 0.13% hits;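 active means spots per cell inhibited over 60%, with over 100 cells counted and total cytoplasm intensity under 500,000; inconclusive means wells with under 100 cells, flagged as likely toxic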;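 further: U2OS cells stably carrying GPR55 and arrestin-GFP stimulated by 5 µM LPI near EC80; imaged beta-arrestin-GFP aggregate spots per cell after agonist stimulation; plate controls were LPI-stimulated DMSO wells for no effect and DMSO wells without LPI for full effect; some results filed as inactive read as strong as hits; confirmed hits need IC50 under 10 µM and bright autofluorescent wells are also inconclusive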
NTR1 agonist cell count 20 µM = further read-out of NTR1 agonist, marked with its call; cell count; measured here: cell count, cytotoxicity flag
* = called active by the depositor; i = inactive; ? = inconclusive; . = no result given; [ ] = dose if it differs, or a comment. A portion of the library, so the mix of outcomes need not match the whole.

SMILES	GPR35 arrestin U2OS	Rac1 GTP hydrolysis	NTR1 agonist	NTR1 agonist cell count 20 µM	GPR55 activation	NOD1 inhibition	UTI89 phage lysis	KOR beta-arrestin-1	KOR beta-arrestin-2	GPR55 antagonists
Cc1c([N+](=O)[O-])cc(C(=O)N2CCOCC2)cc1[N+](=O)[O-]	21%	4%	-1.2	56	0.7%	-23%	0.4%	6.3%	-15%	-4%
CN(C)CCCN(C(=O)c1ccc2c(c1)CCCC2)c1nc2c(F)cccc2s1	2%	5%	12	70	0.6%	-35%	0.2%	-2.9%	6%	8%
Cc1nn(-c2cccc(C(F)(F)F)c2)c(=O)c2noc(C)c12	3%	12%	-1.0	60	0.7%	-5%	1.9%	8.3%	-8%	8%
O=C(Nc1ccc(F)cc1)C(=O)C1C(=O)Nc2ccccc21 (stereo not given)	-6%	16%	-1.1	56	0.5%	-11%	1.3%[50 µM]	0.1%	10%	9%
O=C(Nc1ccc(N2CCOCC2)cc1)c1cc(-n2cnnc2)ccc1Cl	3%	6%	0.8	47	0.3%	-19%	0.0%[50 µM]	0.6%	20%	8%
O=C(NC1CCCCC1)C(c1ccncc1)N(C(=O)c1csnn1)c1ccccc1F (stereo not given)	-4%	9%	0.7	49	0.5%	-42%	0.4%	-4.3%	-14%	-2%
COc1cc2ccccc2cc1C(=O)N1CCN(C)CC1	21%	4%	0.8	61	-0.2%	20%	1.2%	-1.0%	-66%	-7%
CCCSc1nsc(NC(=O)CC)n1	16%	14%	-1.1	45	-0.1%	-38%	-0.8%	.	-21%[20 µM]	0%
COc1ccc(CNC(=O)CN(c2ccc(OC)c(Cl)c2)S(=O)(=O)c2ccc(C)cc2)cc1	-2%	-3%	1.0	68	-0.1%	4%	0.1%	-4.0%	6%	2%
CC1=CC(C)(C)N(C(=O)C(C)N2C(=O)c3ccccc3C2=O)c2ccc(C)cc21 (stereo not given)	1%	5%	3.4	34	-0.1%	-5%	0.4%	2.8%	2%	8%
COc1cc(/C=N/NC(=O)c2cccnc2)ccc1OC(=O)c1ccc([N+](=O)[O-])cc1	12%	20%	7.6	44	1.0%	-32%	0.2%	1.2%	-5%	6%
CCc1nnc(NC(=O)COC(=O)CN2C(=O)c3ccccc3C2=O)s1	18%	0%	-0.6	66	0.0%	11%	-0.2%	9.5%	-8%	12%
CC1CCC(NC(=O)C2(C)CCC(=O)N2Cc2cccnc2)CC1 (stereo not given)	-10%	0%	-1.1	88	0.2%	-28%	0.3%	-3.4%	45%	-1%
CSc1nn(CCc2ccncc2)c(=S)s1	11%	13%	3.6	34	-2.3%	14%	-0.1%	-0.1%	9%	11%
CC1(C)COC(c2cccn2Cc2ccc(F)cc2Cl)=N1	20%	-8%	-0.2	79	-0.1%	-17%	-0.1%	-0.8%	14%	11%
COc1ccccc1N1CCN(Cc2cnc3ccc(Cl)cn23)CC1	-9%	9%	0.3	91	-0.1%	12%	-0.2%	-5.5%	5%	-1%
COC(=O)C1CN(C(=O)C(C)Oc2ccc(F)cc2)c2ccccc2O1 (stereo not given)	-7%	.	-0.7	76	0.0%	-7%	-0.1%	-1.1%	-1%	9%
O=C(N1CCOCC1)N1CCN(CC(O)COc2ccc3ccccc3c2)CC1 (stereo not given)	0%	10%	-0.1	50	-0.1%	.	0.3%	4.7%	-9%	0%
CCN(CC)S(=O)(=O)c1ccc(OC)c(NC(=O)c2cc3c(=O)n4ccccc4nc3s2)c1	12%	7%	-0.2	43	0.6%	-22%	3.5%	-3.1%	2%	7%
Brc1ccc(/C=N/n2cnnc2)s1	10%	7%	0.3	46	0.2%	-6%	0.6%	-0.8%	-3%	4%
COc1cccc(C2CC(=O)N3CN(c4cccc(Cl)c4C)CSC3=C2C#N)c1OC (stereo not given)	-1%	18%	2.8	55	0.2%	-10%	1.0%	-3.9%	1%	7%
Cc1cccc2cc(CN(Cc3ccco3)C(=O)Nc3cccc(C#N)c3)c(Cl)nc12	-12%	2%	0.9	69	0.2%	39%	2.4%	-4.7%	-4%	-3%
Cc1ccc(NS(=O)(=O)c2c(C)nc3sccn3c2=O)cc1	15%	0%	3.6	93	0.7%	-18%	6.6%	-6.7%	18%[20 µM]	8%
COc1cc(/C=C2/SC(=S)N(CC(=O)Nc3nc4ccccc4s3)C2=O)cc(OC)c1OC	-7%	11%	-1.1	45	0.2%	-13%	-2.0%	2.0%	4%	6%
CCOc1cc(N2CCOCC2)c(OCC)cc1NC(=O)Cc1ccc(OC)c(OC)c1	32%	-9%	2.9	77	-0.1%	-4%	-1.2%	-4.0%	25%	2%
C[C@@H](CN1C2=NC[C@H](Cc3ccccc3)N2C[C@H]1Cc1ccc(O)cc1)NC(=O)CCC1CCCCC1	-1%	8%	3.3	67	-0.2%	-24%	5.9%	-5.5%	8%	5%
O=C(c1ccc(F)cc1)C1CCN(C(=O)Nc2ccccc2Cl)CC1	-8%	1%	-0.7	41	-0.3%	-3%	0.1%	7.8%	1%	-3%
O=C(O)c1ccc(NC(=O)C2(c3ccccc3)CCOCC2)cc1	-4%	11%	-0.6	43	0.0%	.	0.7%	3.3%	19%	16%
CC(=O)c1ccc(Nc2cc(C)nc3ccc(C)cc23)cc1	0%	12%	2.7	42	-0.2%	-46%	i	2.4%	-21%[20 µM]	-4%
CC(=O)NC1C(=O)N=C(SCC(=O)Nc2c(C)cccc2C)NC1=O (stereo not given)	6%	1%	-1.7	63	0.6%	-29%	0.0%	-1.5%	-16%	6%
CCN(CC)CCCNC(=O)c1c(O)c2c([nH]c1=O)CCCC2	9%	2%	-0.8	45	0.2%	9%	-0.1%	0.8%	10%	6%
COc1ccc(-c2nnc3ccc(SCC(=O)N4CCOCC4)nn23)cc1	8%	.	0.2	99	-0.1%	-7%	.	-3.8%	-11%	2%
N#Cc1ccccc1NC(=O)CSc1nnc(-c2ccccc2O)n1-c1ccccc1	1%	8%	1.5	59	0.0%	-9%	-0.4%	-1.4%	17%	6%
COc1ccc(NC(=O)CN2CCN(CC(=O)Nc3ccccc3F)CC2)c(OC)c1	1%	-8%	1.2	48	-0.2%	-13%	-0.2%	1.0%	21%	-15%
COc1cc(C(F)(F)F)nc2c(Br)c(C(C)(C)C)nn12	4%	.	-0.1	69	-0.2%	0%	.	.	8%	6%
Cc1ccc(-n2c3c(cc(C(=O)NC4CCSC4=O)c2=O)C(=O)CCC3)cc1 (stereo not given)	-10%	4%	1.2	87	-0.1%	-1%	0.9%	-1.7%	43%	7%
Cc1c(C(=O)N/N=C/C(C)C)[nH]c2c([N+](=O)[O-])cccc12	-6%	11%	-0.6	71	0.6%	-20%	0.0%	-3.9%	-26%	-5%
Cc1cccc(NC(=O)CSc2nc3ccccc3nc2N2CCCC2)c1C	-3%	-2%	1.1	59	0.0%	32%	3.9%	.	-26%[20 µM]	10%
COc1ccc(CSc2n[nH]c(C)n2)cc1Br	11%	7%	-1.0	54	-0.1%	42%	0.0%	-3.7%	19%	8%
CCOC(=O)c1c(NC(=O)c2ccno2)c2cc([N+](=O)[O-])ccc2n1C	4%	-16%	2.4	51	-0.2%	-3%	-1.0%	-1.2%	-14%	12%
CC(CCCC(C)(C)O)CC1C2=C(CCCC2=O)OC2=C1C(=O)CCC2 (stereo not given)	10%	5%	0.7	61	-0.3%	-26%	0.7%	1.3%	-31%	7%
O=C(NCc1cc([N+](=O)[O-])ccc1O)c1cccnc1Sc1ccccc1	-4%	6%	-0.2	66	0.3%	-31%	128µM*	3.0%	0%	-5%
COc1ccc(-c2[nH]c(-c3ccc(C)cc3)nc2SCC(=O)NCc2ccco2)cc1OC	15%	6%	-0.9	95	-0.1%	16%	-2.7%	0.3%	-20%	0%
CCOC(=O)C1=C(C)N(c2ccc(C)c(C)c2)C(=O)/C1=C\c1ccco1	2%	7%	6.1	72	-0.1%	-20%	-1.1%	-0.5%	14%	-6%
Cc1c(C)c2ccc(OCC(=O)NC3CCN(Cc4ccccc4)CC3)cc2oc1=O	-3%	5%	-1.5	53	-0.2%	-14%	1.8%	0.8%	-1%	9%
COc1ccc(CSc2nncn2C)cc1F	3%	-3%	-0.6	91	-0.1%	-30%	0.1%	-4.0%	-22%[20 µM]	-7%
CCCCOc1ccc(C(C)NC(=O)CCS(=O)(=O)Cc2ccc(Cl)cc2)cc1 (stereo not given)	5%	-3%	1.2	47	0.1%	-32%	-2.5%	-0.4%	-12%	-8%
O=C(CS(=O)(=O)c1c[nH]c2ccccc12)Nc1ccc2c(c1)OCCO2	3%	4%	0.9	44	-0.1%	-23%	0.8%	-1.5%	-27%	7%
COc1cccc(C(=O)NCc2ccccc2OC)c1	6%	1%	5.3	40	-0.1%	-7%	2.3%[50 µM]	2.8%	-15%	-21%
CCCCNS(=O)(=O)c1ccc(NS(=O)(=O)c2c(C)cc(C)cc2C)cc1	-10%	9%	10	69	0.2%	15%	2.5%	7.0%	-11%	6%
Cc1ccccc1C1CCCN(Cc2nc(CC3CC3)no2)C1 (stereo not given)	15%	3%	0.2	36	-0.1%	-25%	-0.1%	.	-4%[20 µM]	-15%
COc1cccc(CN(C)CC2CCCN(CCc3ccccc3C)C2)c1 (stereo not given)	7%	5%	0.6	56	-0.1%	-23%	1.6%	3.5%	-3%	14%
CC(=O)Nc1ccc(C(=O)CSc2ncn(-c3ccccc3)n2)cc1	0%	9%	0.9	53	-0.1%	-3%	-0.4%	-3.3%	-57%	4%
CCOc1ccc2[nH]c3c(N4CCN(c5ccccn5)CC4)ncnc3c2c1	-19%	?	10	79	-0.2%	-9%	2.1%	-1.8%	37%	6%
O=c1[nH][nH]c(-c2ccccc2)c1C=Nc1ccc(C(F)(F)F)cc1	8%	8%	2.0	84	-0.2%	-21%	0.1%	2.8%	7%	-1%

Screens as filed in PubChem BioAssay.
